PPARg SRC-1 ag: PPARgamma-driven SRC-1 recruitment agonism; P37231; PPARgamma-SRC-1 coactivator recruitment biochemical assay; activation, % at 8 µM; 0.41% of 200,000 active; in the data active means activation above about 19%;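 further: 0% = DMSO and 100% = reference agonist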
Target sequence (P37231 whole entry, looked up): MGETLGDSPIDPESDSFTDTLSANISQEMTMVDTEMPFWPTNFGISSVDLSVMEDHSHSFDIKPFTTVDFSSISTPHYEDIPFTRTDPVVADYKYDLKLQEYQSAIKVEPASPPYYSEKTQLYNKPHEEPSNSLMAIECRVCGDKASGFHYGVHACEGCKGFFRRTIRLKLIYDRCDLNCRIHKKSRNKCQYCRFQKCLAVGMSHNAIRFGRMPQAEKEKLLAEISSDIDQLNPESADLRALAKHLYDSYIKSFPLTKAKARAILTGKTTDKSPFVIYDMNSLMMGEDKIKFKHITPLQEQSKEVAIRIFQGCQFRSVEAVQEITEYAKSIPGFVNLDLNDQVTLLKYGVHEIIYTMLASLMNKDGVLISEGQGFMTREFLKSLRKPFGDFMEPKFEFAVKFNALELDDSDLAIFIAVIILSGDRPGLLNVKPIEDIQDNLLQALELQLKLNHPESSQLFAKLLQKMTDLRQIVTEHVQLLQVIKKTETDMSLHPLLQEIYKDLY
PMI act: phosphomannose isomerase (human) activation; activation factor at 20 µM; 0.005% of 190,000 active; purified human PMI, coupled resazurin fluorescence, 20 min; stronger effect = higher value; 1 = vehicle control, 0 substrate-free wells; AID 1214;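 active means activation factor of 2 or more at 20 µM, relative to plate controls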
Target sequence (P34949 whole entry, looked up): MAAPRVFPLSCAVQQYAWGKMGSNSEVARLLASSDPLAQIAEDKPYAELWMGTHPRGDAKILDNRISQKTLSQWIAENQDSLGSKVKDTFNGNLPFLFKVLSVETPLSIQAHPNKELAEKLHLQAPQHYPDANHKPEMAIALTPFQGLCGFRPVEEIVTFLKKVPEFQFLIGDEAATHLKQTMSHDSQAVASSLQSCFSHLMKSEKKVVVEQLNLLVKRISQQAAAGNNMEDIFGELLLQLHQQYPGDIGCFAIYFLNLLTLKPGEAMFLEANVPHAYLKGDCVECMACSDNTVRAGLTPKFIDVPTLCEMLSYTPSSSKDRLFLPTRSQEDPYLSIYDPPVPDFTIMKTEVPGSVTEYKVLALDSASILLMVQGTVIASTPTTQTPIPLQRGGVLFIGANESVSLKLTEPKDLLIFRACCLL
Diaph act CS: activates diaphorase or chemically reduces, flagging diaphorase assay artifacts; Diaphorase/resazurin coupled assay, resorufin fluorescence, 16 min; stronger effect = higher value; 1 = vehicle wells, 0 = NADH-free wells; 0.005% of 190,000 active; activation factor at 20 µM; AID 1229;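 active means diaphorase activity raised at least twofold by the compound at 20 µM; inactive means activation factor below 2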
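test system = bacterial diaphorase enzyme (C. kluyveri) | quantity = enzyme 0.07 U/mL final | reagent = NADH substrate 0.114 mM plus resazurin dye 0.1 mM, final | incubation = 16 min enzyme reaction, ambient temperature | buffer or medium = HEPES pH 7.4 buffer with MgCl2 and Tween 20 | signal = fluorescence of resorufin, 544 nm excitation, 590 nm emission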
G6PDH CS: inhibits Leuconostoc G6PDH, flagging false hits in G6PDH-based assays; inhibition, % at 5 µM; 0.12% of 200,000 active; Purified L. mesenteroides G6PDH, diaphorase/resazurin coupled fluorescence, 45 min; AID 1020; in the data active means inhibition above about 50%
ROMK primary: human ROMK K+ channel modulation, primary screen. 2% of 130,000 active. B-score at 10 µM. AID 1918. Tet-inducible ROMK, thallium flux fluorescence; actives lie on both sides;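 active means signal ratio slope over the read window, or its plate-corrected B-score, at least 3 SD from the plate mean, either direction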;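 further: B-score of the F/F0 ratio slope over 7 to 12 s after thallium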
SRC2 TRFRET art: counter-screen for PPARgamma SRC-2 recruitment agonists: TR-FRET artefact | 0.4% of 200,000 active | AID 1049 | stronger effect = higher value | TR-FRET ratio at 8 µM; in the data active means TR-FRET ratio above about 2000; further: inactives centre near 1500
S1P3 antagonist: antagonists of human S1P3 receptor; CHO S1P3 NFAT-BLA reporter, FRET fluorescence, antagonist mode; inhibition, % at 4.98 µM; 0.27% of 170,000 active;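 active means inhibition above the plate cutoff, the mean inhibition of test wells on that plate plus 3 SD, cut at about 28% in these data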;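 further: cells challenged with S1P at its EC80 of 0.8 µM; blue over green emission ratio from cleaved BLA substrate after 4 h stimulation; 0% = S1P-stimulated wells and 100% = unstimulated DMSO-only wells; some compounds past the cut are filed as inactive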
PPARg SRC-3 ag: agonists of human PPARgamma SRC-3 coactivator recruitment; biochemical PPARgamma/SRC-3 coactivator recruitment assay; activation, % at 8 µM; 0.26% of 200,000 active; AID 731; in the data active means activation above about 23%;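 further: 0% = DMSO and 100% = reference agonist; some compounds past the cut are filed as inactive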
Diaphorase inh: diaphorase inhibition or chemical oxidation counter-screen | AID 1217 | 0.69% of 190,000 active | inhibition, % at 20 µM | diaphorase resazurin-to-resorufin fluorescence, NADH, 16 min; bacterial (C. kluyveri) enzyme, not human;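 active means primary screen inhibition at 20 µM above a set limit, cut at about 50% in these data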;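 further: plate controls were DMSO with full reaction for no effect and wells lacking NADH for full effect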
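Benchmarks: positive control wells lacking NADH, neutral wells with DMSO only. System: bacterial diaphorase enzyme (C. kluyveri). Input: 0.14 U/mL diaphorase, enzyme working solution. Detection: resorufin fluorescence, excitation 544 nm, emission 590 nm. Times: 16-min room-temperature incubation before reading.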
PMI act hi M6P: increases human PMI activity with near-saturating mannose 6-phosphate; P34949; coupled PMI enzyme assay, resazurin fluorescence, 20 min; stronger effect = higher value; 1 = untreated enzyme, 0 = substrate-free blank; activation factor at 20 µM; 0.34% of 190,000 active; AID 1216;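 active means activation factor of 2 or more at 20 µM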
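Test system – human PMI in coupled enzyme assay · Timing – 20 min incubation at room temperature · Detection – Diaphorase-driven resazurin-to-resorufin fluorescence, excitation 544, emission 590 nm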
PPARg SRC-2 ag: PPARgamma-driven SRC-2 recruitment agonism | P37231 | PPARgamma LBD-SRC-2 recruitment, biochemical | 0.34% of 200,000 active | activation, % at 8 µM; in the data active means activation above about 22%;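 further: 0% = vehicle and 100% = reference agonist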
Numbers without * were called inactive; / = no result given.

SMILES,PPARg SRC-1 ag,PMI act,Diaph act CS,G6PDH CS,ROMK primary,SRC2 TRFRET art,S1P3 antagonist,PPARg SRC-3 ag,Diaphorase inh,PMI act hi M6P,PPARg SRC-2 ag
Cc1ccc(N/C(C(Cl)=C(Cl)Cl)=C(/Cl)[N+](=O)[O-])c(C)c1,4.5,1.3,0.8,1.7,0.0453,1411,-11.2,0.3,20.4,1.9,8.4
Cc1sc(NC(=O)C2C3CCC(O3)C2C(=O)O)nc1-c1ccc(CC(C)C)cc1 (stereo not given),1.4,0.9,0.8,-3.7,0.813,1794,105.7*,3.8,24.6,0.9,6.1
CC(C)C(=O)Nc1cccc(-c2cn3ccccc3n2)c1,2.4,0.9,0.9,-13.9,1.15,1556,-8.6,-2.0,11.7,1,12.3
CN1C(=S)SC(C)(C)C1/[N+]([O-])=C/c1cccnc1 (stereo not given),-0.7,0.9,0.9,0.3,/,1836,-8.3,4.4,11.4,1,8.2
CCOC(=O)N1CCN(C(=O)Cc2cccs2)CC1,0.9,0.9,0.8,-4.9,0.153,1373,8.9,-6.0,17.0,1,-0.2
CC(Oc1ccc(Cl)cc1)c1ccc(C#N)c(=O)[nH]1 (stereo not given),-6.9,1.1,1,-0.6,1.61,1450,-6.8,2.9,3.7,1,-1.5
Cn1c(=O)c2[nH]c(CN3CCN(Cc4ccccc4)CC3)nc2n(C)c1=O,-2.6,0.9,0.8,1.9,-0.179,1576,/,0.4,16.4,0.9,12.4
Cc1ccc2nc(Cl)c3nnnn3c2c1,2.6,1.2,1,6.6,-2.25,1508,-6.5,-1.8,2.3,1.1,0.8
COc1ccc(NC2=C(C(C)=O)C(c3ccc(OC)c(OC)c3)C(C(C)=O)C(C)(O)C2)cc1 (stereo not given),-4.4,1.1,1,8.7,0.183,1574,/,11.8,1.2,0.9,12.2
Cc1ccc(C)c(S(=O)(=O)N2CCN(C(C(=O)Nc3ccc(F)cc3)c3ccccc3)CC2)c1 (stereo not given),-1.5,0.9,0.9,13.7,0.582,1521,3.6,-4.1,8.9,1,-9.6
CCNC(=O)C1CCCc2c1[nH]c1ccc(Cl)cc21 (stereo not given),-2.6,1.1,1,9.4,-0.26,1384,0.1,-0.1,1.8,1.1,5.4
Cc1ccc(O)c(N=NC2=C(O)CC(C)(C)CC2=O)c1,1.6,0.9,0.8,29.7,-1.05,1540,1.2,7.0,25.0,1,10.9
COc1ccc(C(=O)NCC(=O)N=Nc2c(O)n(Cc3ccccc3)c3ccccc23)cc1OC,1.3,0.9,0.8,-26.2,/,2099*,0.1,6.0,19.1,1,34.4*
CCOC(=O)Nc1oc2ccccc2c(=O)c1CN1CCOCC1,6.2,1,0.9,1.3,/,1634,-0.8,4.4,14.1,1,5.9
O=c1[nH]c(SCc2cccc(Cl)c2)nc2c1CCCC2,9.6,1,0.9,3.9,/,1659,/,6.5,9.0,0.9,8.7

Pulled by compound from the list above, two records:
SMILES,PPARg SRC-1 ag,PMI act,Diaph act CS,G6PDH CS,ROMK primary,SRC2 TRFRET art,S1P3 antagonist,PPARg SRC-3 ag,Diaphorase inh,PMI act hi M6P,PPARg SRC-2 ag
CCOC(=O)Nc1oc2ccccc2c(=O)c1CN1CCOCC1,6.2,1,0.9,1.3,/,1634,-0.8,4.4,14.1,1,5.9
COc1ccc(C(=O)NCC(=O)N=Nc2c(O)n(Cc3ccccc3)c3ccccc23)cc1OC,1.3,0.9,0.8,-26.2,/,2099*,0.1,6.0,19.1,1,34.4*

Other structures
SMILES,PPARg SRC-1 ag,PMI act,Diaph act CS,G6PDH CS,ROMK primary,SRC2 TRFRET art,S1P3 antagonist,PPARg SRC-3 ag,Diaphorase inh,PMI act hi M6P,PPARg SRC-2 ag
Cc1nc2cnccc2n1C,-0.4,1.1,1,2.6,-0.503,1459,7.2,3.6,-1.5,1.1,-4.4
COc1ccc(-c2cnnc(N/N=C/c3ccc(C)o3)n2)cc1,6.1,1,0.8,-4.3,0.00165,1798,1.7,-1.9,15.0,1,-0.7
COc1ccc(C/C(C)=N/NS(=O)(=O)c2ccc(Br)cc2)cc1,2.4,1.7,1,3.0,1.05,1654,-3.7,0.4,-3.6,1.5,13.2
Cc1ccc(C(=O)N2CCN(c3ccccc3)CC2)cc1C,0.1,1,1.1,3.2,/,1461,3.0,-4.4,-5.3,1.1,0.7
CCOCc1nnc(NC(=O)c2cc(OC)c(OC)cc2[N+](=O)[O-])s1,3.4,1,0.9,9.9,-0.0178,1503,0.1,8.9,10.6,0.7,0.5
Cc1cccc(CN2CCCC(C(=O)N3CCc4ccccc4C3)C2)c1 (stereo not given),-1.7,1,1,14.5,-0.0607,1546,/,-1.4,4.3,1,13.1
Cc1cccc(C)c1NC(=O)CSC(=S)N1CCCC1,11.2,1.1,1.1,3.8,-1.07,1666,-14.6,0.8,-5.0,1,5.7
Cc1cc(C)c(C#N)c(=N)o1,-1.1,0.8,0.9,18.0,/,1562,/,-8.3,11.7,0.9,-9.5
CCOC(=O)N1CCC(N2CCN(S(=O)(=O)c3ccc(C)cc3)CC2)CC1,-0.4,1,0.9,-4.1,-0.0476,1605,/,-7.9,7.0,1.1,6.6
CC1(C)Cn2c(nc(=O)c3c2NCN(CCc2ccccc2)C3)S1,-1.6,1.1,1.1,7.3,1.36,1638,-13.0,0.8,-9.8,1.1,3.5
N#Cc1c(NCCO)nc(NCc2ccccc2)c2c1CCN(Cc1ccccc1)C2,1.3,0.4,0.4,38.1,/,1675,-27.0,7.9,58.9*,0.4,15.7
Cc1ccc(-c2cc(C(=O)NCCCn3ccnc3)c3cc(Br)ccc3n2)o1,5.1,1.4,1.2,-25.6,/,1769,-8.5,-0.5,-17.3,1.8,21.5
N#CC(c1ccccc1)c1cccc(Cl)n1 (stereo not given),4.9,1,1,1.8,-0.266,1687,-7.2,5.5,1.0,1.1,3.8
Brc1ccccc1CN1CCC(N2CCCCC2)CC1,10.7,1,1,9.8,/,1618,-0.5,-7.2,4.0,1,-3.2
Cc1cc(C)n2nc(C(=O)Nc3cccnc3)nc2n1,0.5,1.1,1.2,10.4,0.223,1545,17.5,14.2,-18.9,1.1,-3.3
CC(C)N1CCN(Cc2cccn2-c2cccnc2)CC1CCO (stereo not given),-6.8,/,/,17.1,0.24,1374,-18.4,0.0,/,/,-3.3
CC(=O)Nc1ccc(S(=O)(=O)NNC(=O)c2cc3c4ccccc4n(C)c3s2)cc1,0.5,0.9,0.8,1.8,0.0543,1706,/,2.9,18.3,1,1.1
CCOc1ccc(S(=O)(=O)N/N=C(\C)c2ccc(Cl)c(Cl)c2Cl)cc1,1.1,1,0.8,-14.2,/,1482,3.1,-0.6,15.1,1,6.4
Cc1cnc(NC(=O)CSc2nnc(-c3cccs3)n2C)s1,-0.8,1.1,0.9,10.6,-0.0594,1701,-15.9,-9.7,5.7,1.1,-4.6
COc1cc(C(=S)N2CCN(c3ccccc3Cl)CC2)cc(O)c1O,10.8,0.3,0.4,10.7,-0.828,1646,-9.6,-1.0,61.4*,0.9,6.8
CC(=O)CCc1oc2c([N+](=O)[O-])cccc2c1-c1ccc(C)o1,6.2,1.1,1,10.4,0.129,1538,7.2,6.9,0.0,1.2,-0.6
CC(C)CNC(=O)NC(=O)COc1ncnc2sccc12,-4.3,1.1,1,10.9,/,1567,/,-0.3,2.1,1.1,-3.5
Cc1ccc(C)c(NC(=S)N(CCc2ccncc2)C(C)C)c1,9.0,0.9,0.9,5.8,-0.561,1612,0.7,5.5,5.1,1,8.0
CCc1nc(SCC(=O)NNC(=O)C(C)C)c2ccccc2n1,7.4,0.9,0.9,-14.2,/,1762,/,3.4,5.4,0.9,2.6
CC(=O)C(/C=N/c1ncc(C(F)(F)F)cc1Cl)=C(\C)O,-4.2,1.2,1,3.6,-0.0474,1536,7.7,-4.5,3.6,1.1,-1.4
C=C(C)CNC(=S)N/N=C(\C)c1cccc(NC(C)=O)c1,7.7,1.1,0.9,0.9,/,1719,9.5,8.5,5.8,1,14.1
Cc1ccc(NC(=O)CN2C(=O)COc3ccc(C)cc32)nc1,5.3,1,0.9,-4.8,/,1717,-38.7,1.1,12.2,1,3.8
O=C(CCCSc1nc2ccccc2s1)NC1=NCCS1,5.2,0.9,1.1,10.9,/,1406,3.1,-1.7,-11.5,1,1.6
CCOC(=O)C1(Cc2ccccc2)CCCN(C2CCN(C(C)=O)CC2)C1 (stereo not given),-4.0,1,1,18.6,/,1447,-7.5,-2.3,4.0,1,-1.0
Cc1[nH]nc2c1C1(C(=O)Nc3ccc([N+](=O)[O-])cc31)C(C#N)=C(N)O2 (stereo not given),0.9,1.1,1,2.9,0.944,1375,/,-10.2,-2.5,1.1,4.4
CCOC(=O)c1nnc(-c2ccccc2)nc1N1CC(C)OC(C)C1 (stereo not given),-5.8,1.1,1.2,10.1,-1,1458,-1.7,-2.0,-20.4,1.1,-4.3
O=C(C1CCN(C2CCN(C/C=C/c3ccccc3)CC2)CC1)N1CCOCC1,11.2,1,1,4.7,-0.652,1595,-8.6,4.7,3.2,1,4.7
COc1ccc(C(=O)CSc2nnc(CC(=O)Nc3ccccc3OC)n2C)cc1,10.5,1.1,1,0.2,-0.0234,1580,-25.4,-0.7,4.0,1,6.5
